Screening data (PubChem)
GDH-TPI counter: inhibits GDH-TPI coupling enzymes, artifact for Mtb FBA screen | GDH-TPI coupled enzyme counterscreen, NADH absorbance | inhibition, % at 4.8 µM | hit rate 1.2% among 360,000; in the data active means inhibition above about 30%;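 further: 0% = DMSO wells and 100% = wells lacking the enzyme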
PriA SSB inh: inhibitors of Klebsiella pneumoniae PriA binding to SSB C-terminal tail; hit rate 0.6% among 430,000; AlphaScreen SSBct-PriA binding, biotinylated peptide; AID 1272365; inhibition, % at 33 µM; in the data active means inhibition mostly above about 37%, no sharp cut-off; inactive means mostly below about 20%;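 further: plate controls were negative control peptide for no effect and reference peptide for full effect; strong numbers were not always called active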
MazEF act: activators of E. coli MazEF toxin-antitoxin RNase. FAM/BHQ RNA-DNA oligo cleavage fluorescence, 5 h. P0AE70. hit rate 0.32% among 350,000. activation, % at 20 µM. AID 504720; in the data active means activation above about 50%
Target sequence (P0AE70 whole entry, looked up): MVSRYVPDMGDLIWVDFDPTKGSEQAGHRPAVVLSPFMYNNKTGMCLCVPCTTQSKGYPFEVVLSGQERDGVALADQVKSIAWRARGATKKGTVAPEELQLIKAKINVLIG
3CLpro inhibitor: SARS-CoV 3CLpro protease inhibition. recombinant SARS-CoV 3CLpro, quenched FRET peptide cleavage. P0C6X7. hit rate 0.14% among 290,000. inhibition, % at 6 µM. AID 1706; in the data active means inhibition above about 12%
DUSP3 inh: DUSP3 (human) phosphatase inhibition. hit rate 0.52% among 290,000. P51452. inhibition, % at 13.3 µM. AID 1654. recombinant VHR phosphatase, pNPP absorbance; in the data active means inhibition above about 50%; further: some compounds called inactive have numbers as strong as hits
Target sequence (P51452 whole entry, looked up): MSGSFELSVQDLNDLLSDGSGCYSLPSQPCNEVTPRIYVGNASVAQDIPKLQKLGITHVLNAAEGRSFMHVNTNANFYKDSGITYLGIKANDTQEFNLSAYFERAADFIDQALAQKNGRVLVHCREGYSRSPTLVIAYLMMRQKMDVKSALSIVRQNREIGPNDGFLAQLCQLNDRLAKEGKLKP
Rv3671c protease: inhibits the M. tuberculosis serine protease Rv3671c | P9WHR9 | inhibition, % at 5.96 µM | hit rate 0.048% among 320,000 | AID 2606; in the data active means inhibition above about 38%;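 further: extracellular domain of Rv3671c used as enzyme; 0% = enzyme with DMSO and 100% = no enzyme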
Mtb UGM inh: inhibitors of M. tuberculosis UDP-galactopyranose mutase | inhibition, % at 10 µM | purified UGM, fluorescence polarization probe displacement | hit rate 0.06% among 320,000 | AID 504406; in the data active means inhibition above about 10%, passing the limit was not always enough
BioA inh: BioA (M. tuberculosis) enzyme inhibition. AID 602481. hit rate 0.096% among 360,000. purified M. tuberculosis BioA enzyme, plate reader. inhibition, % at 9.99 µM; in the data active means inhibition above about 40%
Mtb FBA inh: inhibits M. tuberculosis FBA enzyme | P9WQA3 | purified M. tuberculosis FBA, fluorescence read-out | inhibition, % at 1 µM | hit rate 2.3% among 360,000; in the data active means inhibition above about 27%;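 further: 0% = vehicle and 100% = reference inhibitor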
Target sequence (P9WQA3 whole entry, looked up): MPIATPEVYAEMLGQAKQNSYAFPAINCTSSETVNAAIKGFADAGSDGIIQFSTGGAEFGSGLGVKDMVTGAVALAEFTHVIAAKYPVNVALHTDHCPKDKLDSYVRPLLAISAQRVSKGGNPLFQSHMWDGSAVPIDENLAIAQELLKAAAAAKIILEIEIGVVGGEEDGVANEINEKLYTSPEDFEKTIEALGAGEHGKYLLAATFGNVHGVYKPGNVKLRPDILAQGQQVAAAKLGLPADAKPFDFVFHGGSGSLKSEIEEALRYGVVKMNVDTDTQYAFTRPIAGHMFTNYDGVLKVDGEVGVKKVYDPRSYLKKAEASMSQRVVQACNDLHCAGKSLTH
Vc quorum ag: induces V. cholerae light production without autoinducers; V. cholerae BH1578 lux reporter, luminescence, 6 h; activation, % at 18.7 µM; hit rate 0.16% among 350,000; in the data active means activation mostly above about 9.7%, no sharp cut-off; further: not every result past the cut was called active; inactives centre near 0; reference of the scale not given here
* marks the source's active call; other numbers are inactive results; i = inactive; / = no result given.

SMILES	GDH-TPI counter	PriA SSB inh	MazEF act	3CLpro inhibitor	DUSP3 inh	Rv3671c protease	Mtb UGM inh	BioA inh	Mtb FBA inh	Vc quorum ag
O=C(c1cc(-c2ccc(Br)cc2)on1)N1CCc2ccccc2C1	8	-6	-14	-3	15	-4	0.8	-2.5	4	-0.2
COc1cc(/C=C2\C(=N)N3N=C(S(=O)(=O)CC(C)C)SC3=NC2=O)ccc1OC(=O)c1ccco1	/	/	/	8	-17	-6	-7.1	/	/	/
N=c1sccn1CC(=O)Nc1cc(Cl)ccc1Oc1ccccc1	-8	1	7	1	10	1	3.8	8.8	-9	i
Cc1cc(C)n2nc(SCC3COc4ccccc4O3)nc2n1 (centres undefined)	-4	-2	-14	-4	17	-3	0.7	0.9	2	6.7
CC1CCN(c2ccc3nnc(CCC(=O)Nc4cc(F)ccc4F)n3n2)CC1	-4	-1	4	1	-17	-4	0.1	12	1	-0.2
N#Cc1cccc(Cn2cc(C(F)(F)F)ccc2=O)c1	21	0	2	0	45	-4	-1.8	-0.7	4	-0.4
CC(=O)c1cccc(NC(=O)c2cccc3c(-c4cccnc4)coc23)c1	12	/	/	/	/	/	/	2.3	-1	-0.4
O=C(COC(=O)c1sc2ccccc2c1Cl)Nc1ncc(Cl)cc1Cl	14	0	-25	2	0	-6	-0.1	/	0	-0.7
C(=C\c1nc(N2CCCC2)c2ccccc2n1)/c1ccccc1	13	-67	-13	-1	22	0	-0.8	/	5	-0.2
O=C(NC1CCCCCC1)c1ccc([N+](=O)[O-])s1	9	13	1	/	/	/	/	/	0	i
CCC1NC(=O)c2cc3ccccc3cc2-n2c1nc1ccc(OC)cc1c2=O (centres undefined)	5	/	6	/	/	/	/	0.4	0	i
COc1ccc(NS(=O)(=O)c2c(C(=O)N3CCCCCC3)c(C)n(C)c2C)cc1	6	10	-26	-4	13	-2	-3.0	1.7	0	-0.6
O=C(Nc1cccc(NC(=O)C2C3CC4OC(=O)C2C4C3)c1)c1ccccc1 (centres undefined)	0	-3	1	5	30	-7	0.1	-3.8	1	-0.3
COCCN1C(=O)C(O)=C(C(=O)c2ccco2)C1c1cccc(Oc2ccccc2)c1 (centres undefined)	21	-1	-10	3	5	-3	-0.7	0.4	-1	i
Cc1cccc(C(=O)Oc2ccc(/C=N/NC(=O)c3cc(O)cc(O)c3)cc2)c1	17	/	3	4	32	/	3.0	-4.4	2	-7.7
COc1ccccc1OCC(=O)Nc1ccc(S(=O)(=O)Nc2onc(C)c2C)cc1	-3	2	14	-1	17	-14	0.0	-0.3	4	0.3
CN(Cc1ccccc1F)C(=O)c1ccc2c(=O)n3c(nc2c1)CCC3	-5	-5	8	/	/	-2	4.7	0.3	-1	-0.6
Cc1cccc(N2CCN(C(=O)Cc3ccc(-n4c(=O)[nH]c5ccsc5c4=O)cc3)CC2)c1C	0	-9	-3	-3	8	-14	0.0	/	-3	-0.1
CCCc1cc2c(=O)c(-c3ccccn3)coc2cc1OC	6	-5	-8	-6	1	4	-0.8	-1.0	-4	i
Cn1c(N)c(C(=O)CSc2nc(N)cc(N)n2)c(=O)n(C)c1=O	-3	-2	4	-5	12	-4	3.1	/	3	-0.4
O=C1c2cccnc2C(=O)N1CNc1ccc(Cl)cc1	2	0	-2	3	17	8	2.8	0.6	3	0.2
CC(C)(C)c1ccc(-c2nc3[nH]c(=O)cc(NC(=O)c4ccco4)n3n2)cc1	3	-8	2	-6	-1	-2	0.5	-1.0	-1	i
COc1ccc2cc(-c3cc(C(=O)OCC(=O)NC4CCS(=O)(=O)C4)c4ccccc4n3)ccc2c1 (centres undefined)	12	-20	-16	0	16	-13	1.3	/	28*	-0.5
COc1cccc(OC)c1C(=O)NC(=O)NNc1cc(C(F)(F)F)cc(C)n1	4	-9	9	-7	14	-7	2.3	-1.0	2	i
Cc1c(C(c2ccc([N+](=O)[O-])cc2)c2c(C)n(C)n(-c3ccccc3)c2=O)c(=O)n(-c2ccccc2)n1C	7	8	-7	2	-10	-1	1.0	0.8	-2	-1.4
CCOC(=O)c1ccc(S(=O)(=O)N2CCN(C/C=C/c3ccccc3)CC2)cc1	4	-17	-1	/	/	2	-0.9	-2.7	0	-0.7
O=S(=O)(c1cccc(S(=O)(=O)N2CCCC2)c1)c1cccc(S(=O)(=O)N2CCCC2)c1	2	1	-4	1	-13	0	-1.1	/	-2	i
O=C(CN1C(=O)COc2ccccc21)N1CCc2ccccc2C1	8	0	5	4	20	-5	-0.6	4.0	-3	i

Record cards (already shown).
COc1cccc(OC)c1C(=O)NC(=O)NNc1cc(C(F)(F)F)cc(C)n1 is listed as GDH-TPI counter = 4; PriA SSB inh = -9; MazEF act = 9; 3CLpro inhibitor = -7; DUSP3 inh = 14; Rv3671c protease = -7; Mtb UGM inh = 2.3; BioA inh = -1.0; Mtb FBA inh = 2; Vc quorum ag = i
Cc1cc(C)n2nc(SCC3COc4ccccc4O3)nc2n1 (centres undefined) is listed as GDH-TPI counter = -4; PriA SSB inh = -2; MazEF act = -14; 3CLpro inhibitor = -4; DUSP3 inh = 17; Rv3671c protease = -3; Mtb UGM inh = 0.7; BioA inh = 0.9; Mtb FBA inh = 2; Vc quorum ag = 6.7

Arranged by number of heavy atoms (low to high): some entries from above.
SMILES	GDH-TPI counter	PriA SSB inh	MazEF act	3CLpro inhibitor	DUSP3 inh	Rv3671c protease	Mtb UGM inh	BioA inh	Mtb FBA inh	Vc quorum ag
O=C(NC1CCCCCC1)c1ccc([N+](=O)[O-])s1	9	13	1	/	/	/	/	/	0	i
N#Cc1cccc(Cn2cc(C(F)(F)F)ccc2=O)c1	21	0	2	0	45	-4	-1.8	-0.7	4	-0.4
CCCc1cc2c(=O)c(-c3ccccn3)coc2cc1OC	6	-5	-8	-6	1	4	-0.8	-1.0	-4	i
Cn1c(N)c(C(=O)CSc2nc(N)cc(N)n2)c(=O)n(C)c1=O	-3	-2	4	-5	12	-4	3.1	/	3	-0.4
O=C(CN1C(=O)COc2ccccc21)N1CCc2ccccc2C1	8	0	5	4	20	-5	-0.6	4.0	-3	i
O=C(COC(=O)c1sc2ccccc2c1Cl)Nc1ncc(Cl)cc1Cl	14	0	-25	2	0	-6	-0.1	/	0	-0.7
CN(Cc1ccccc1F)C(=O)c1ccc2c(=O)n3c(nc2c1)CCC3	-5	-5	8	/	/	-2	4.7	0.3	-1	-0.6
O=C(Nc1cccc(NC(=O)C2C3CC4OC(=O)C2C4C3)c1)c1ccccc1 (centres undefined)	0	-3	1	5	30	-7	0.1	-3.8	1	-0.3
CC1CCN(c2ccc3nnc(CCC(=O)Nc4cc(F)ccc4F)n3n2)CC1	-4	-1	4	1	-17	-4	0.1	12	1	-0.2
COc1ccccc1OCC(=O)Nc1ccc(S(=O)(=O)Nc2onc(C)c2C)cc1	-3	2	14	-1	17	-14	0.0	-0.3	4	0.3
COCCN1C(=O)C(O)=C(C(=O)c2ccco2)C1c1cccc(Oc2ccccc2)c1 (centres undefined)	21	-1	-10	3	5	-3	-0.7	0.4	-1	i
Cc1cccc(N2CCN(C(=O)Cc3ccc(-n4c(=O)[nH]c5ccsc5c4=O)cc3)CC2)c1C	0	-9	-3	-3	8	-14	0.0	/	-3	-0.1
COc1cc(/C=C2\C(=N)N3N=C(S(=O)(=O)CC(C)C)SC3=NC2=O)ccc1OC(=O)c1ccco1	/	/	/	8	-17	-6	-7.1	/	/	/
COc1ccc2cc(-c3cc(C(=O)OCC(=O)NC4CCS(=O)(=O)C4)c4ccccc4n3)ccc2c1 (centres undefined)	12	-20	-16	0	16	-13	1.3	/	28*	-0.5
Cc1c(C(c2ccc([N+](=O)[O-])cc2)c2c(C)n(C)n(-c3ccccc3)c2=O)c(=O)n(-c2ccccc2)n1C	7	8	-7	2	-10	-1	1.0	0.8	-2	-1.4

A portion of the library (hit frequency here may not be typical).
